A549 tox = A549 cytotoxicity, counter-screen for Nrf2 inhibitors; AID 504648; A549 ARE-Fluc cells, CellTiter-Fluor viability, 18-24 h; 390,000 tested, 0.16% active; Potency, µM (titrated, usually from 46 µM), for the others: top-dose activity change, negative = cytotoxicity, most hits filed as inhibitors; note: potency is the fitted concentration of half-maximal effect; % is set by controls: 0 for no effect and ±100 for the full control effect
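A549 ARE_Fluc cells in 5% FBS OPTI-MEM were exposed to compounds in concentration-response for 18-24 h at 37 deg C. Viability was read by CellTiter-Fluor fluorescence (Ex 405/Em 525) after 30 min, before the luciferase read.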
IL1B secr inh = blocks inflammasome-driven IL-1 beta release; THP-1 LPS/ATP IL-1B secretion, AlphaLISA, 16 h; active compounds read low; activity change, % at 57.5 µM; 360,000 tested, 4.7% active; AID 743279; in the data active = activity change below about -50%; inconclusive = mostly about -30% to -49%; note: % is set by controls: 0 for no effect and ±100 for the full control effect
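THP-1 cells pretreated 1 hr with compounds (up to 57.5 uM final), then stimulated with LPS (250 ng/mL final) plus ATP (1.25 mM final); secreted IL-1B measured by AlphaLISA after 16 hr, decreased signal indicating inhibition.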
ATXN2 expr inh = ATXN2 expression inhibition. HEK-293 ATXN2-luciferase reporter, luminescence, 24 h. 360,000 tested, 0.72% active. Potency, µM (titrated, usually from 57 µM), for inactives: at the top dose activity change, negative = inhibition, most hits filed as inhibitors; note: potency is the fitted concentration of half-maximal effect; % is set by controls: 0 for no effect and ±100 for the full control effect; nearly all actives have a fitted effect of over 55% in size
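ATXN2-luciferase reporter cells (luciferase flanked by upstream and downstream ATXN2 gene portions) were treated 24 h at 37 °C with compounds at up to 57 uM. SteadyGlo luminescence gave expression; GF-AFC fluorescence gave viability.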
Nrf2 activator = Nrf2 pathway activation | AREc32 ARE-luciferase reporter (MCF7-derived line), luminescence, 24 h | Potency, µM (series often up to 46.1 µM), inactives show top-dose activation, most hits filed as activators | 410,000 tested, 0.31% active; note: potency is the fitted concentration of half-maximal effect; % of control where 0% means no effect; nearly all actives have a fitted effect of over 65% in size
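Quantitative high-throughput format: AREc32 reporter cells, 1000 per well, received compound by pin transfer and were incubated 24 hr at 37 deg C, 5% CO2, before Steady-Glo luminescence detection.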
HepG2 viability = counter-screen for TGF-b inhibitors: cytotoxicity in HepG2 cells | Potency, µM (highest dose often 46.1 µM), without a hit: top-dose activity change, negative = cytotoxicity, most hits filed as cytotoxic | 410,000 tested, 0.76% active | AID 588856 | HepG2 CAGA-GFP viability, ATP luminescence, 18 h; note: potency is the fitted concentration of half-maximal effect; some results filed as inactive show a strong effect at the top dose
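CellTiter-Glo luminescence gave cytotoxicity after 18 hours at 37 degrees C. The cells were HepG2 CAGA-GFP in 1% FBS DMEM, stimulated with 500 pg/mL TGF-beta after compound addition. %Activity was normalised to no-cell wells (complete cell-killing) and DMSO (no toxicity), and curves were fitted and classified.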
TGFb SMAD3 inh = inhibitors of TGF-b signaling. HepG2 CAGA-GFP TGF-b/SMAD3 reporter, GFP fluorescence, 18 h; TGF-beta stimulated, 500 pg/mL final. Potency, µM (doses to about 46.1 µM), for the others: at the highest dose activity, negative = inhibition, most hits filed as inhibitors. 410,000 tested, 1.2% active; note: potency is the fitted concentration of half-maximal effect; % is set by controls: 0 for no effect and ±100 for the full control effect; nearly all actives have a fitted effect of over 65% in size
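HEPG2 CAGA-GFP, 1000 cells/well; 2 h settle, 37 C; cpd via pin tool; TGF-b 500 pg/mL final; 18 h, 37 C; GFP imaging ex488/em500-530; %Activity normalised to -TGF-b and +DMSO controls; CRC fit, curve class.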
Nrf2 inh = Nrf2 pathway inhibition | Potency, µM (series often up to 46 µM), for the others: at the top dose activity change, negative = inhibition, most hits filed as inhibitors | AID 504444 | A549 ARE-Fluc reporter, luciferase luminescence, 18-24 h | 360,000 tested, 2.1% active; note: potency is the fitted concentration of half-maximal effect; % is set by controls: 0 for no effect and ±100 for the full control effect; nearly all actives have a fitted effect of over 60% in size
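Cells were seeded and rested 2 h, then exposed to compounds for 18-24 h. CellTiter-Fluor was read first as a viability measure. BugLite was added 15 min before the final luminescent read of ARE-luciferase activity in A549 cells.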
S2 tox = reduces viability in counter-screen for ATXN expression inhibitors; S2 cells (HEK-293 line with an ATXN2-luciferase reporter) viability, CellTiter-Fluor protease fluorescence, 24 h; Potency, µM (series often up to 56.7 µM), most hits filed as cytotoxic; 400,000 tested, 0.49% active; AID 651635; note: potency is the fitted concentration of half-maximal effect; nearly all actives have a fitted effect of over 40% in size
MCF10A rereplic = DNA re-replication induction in MCF 10a cells | MCF 10A DNA re-replication, Hoechst nuclear intensity, 48 h | Potency, µM (highest dose often 46.1 µM), without a hit: top-dose activity, positive = re-replication, most hits filed as activators | 350,000 tested, 2.9% active; note: potency is the fitted concentration of half-maximal effect; % of control where 0% means no effect; nearly all actives have a fitted effect of over 50% in size
Active calls of the source: *; i = inactive; u = inconclusive; x = no result given; [ ] = another dose, or the depositor's remark. Unless noted, calls come from the whole dose curve; as a rule, active = well fitted curve in the direction sought with a large enough effect; inconclusive = small, poorly fitted or top-dose-only effect, or another doubt; inactive = no such curve, though single readings can be large; an effect the other way counts as inactive or inconclusive. The order is random; 8.8% or so of the library scored in one or more.

SMILES | A549 tox | IL1B secr inh | ATXN2 expr inh | Nrf2 activator | HepG2 viability | TGFb SMAD3 inh | Nrf2 inh | S2 tox | MCF10A rereplic
CSc1nc2sc3c(c2c(=O)[nH]1)CCC(C)C3 (stereo unspecified) | -6% | 37 | 30% | -0.6% | 8% | 1% | u | i | 0%
CC(=O)N1[C@@H]2CC3C4CC=C5C[C@@H](O)CC[C@]5(C)C4CC[C@]3(C)[C@@]21C(C)=O (stereo partly specified) | 21% | 11 | 5% | -0.4% | -9% | -1% | 4% | i | -47%[inhibitor]
Cc1ccc(C(=O)CC2(O)C(=O)N(Cc3ccccc3Cl)c3ccccc32)o1 (stereo unspecified) | -8% | 2 | 0% | -0.2% | 1% | 3% | -13% | i | -3%
CCOC(=O)N1CCN(CC(=O)Nc2ccc(F)cc2F)CC1 | 0% | 15 | -3% | -0.3% | 14% | 2% | 9% | i | -1%
CCN(CC)CCOC(=O)C1(c2ccc(OC)c(OC)c2)CCCC1 | 12% | -3 | 4% | -0.1% | 5% | -5% | 16% | i | -2%
CC1(C)CC(=O)C=C(c2cccc3c2Oc2ccccc2S3)C1 | 2% | -2 | -12% | 0.2% | -3% | -23% | -5% | i | 21%
CCOC(=O)c1sc(=NC(=O)c2ccc(S(=O)(=O)N3CC(C)OC(C)C3)cc2)n(C)c1C (stereo unspecified) | 2%[1.84 µM] | 14 | -15% | -0.8% | -19% | -9% | -13% | i | u
O=C(N/N=C/C(Br)=C/c1ccccc1)c1ccccc1[N+](=O)[O-] | -4% | -19 | -33% | u | -53% | -16% | 17% | i | u
CCCOc1c(Cl)cc(C(=O)N(Cc2cccc(OC)c2)C2CCS(=O)(=O)C2)cc1Cl (stereo unspecified) | 0% | x | x | 0.3% | -1% | u | u | x | x
OC[C@@H]1CN(Cc2ccc(-c3ccccc3)cc2)C[C@H](n2cnc3c(NCc4ccco4)ncnc32)O1 | x | -24 | u | 3.2%[9.22 µM] | -27% | u | x | u | x
COc1ccc(C2C(C(=O)Nc3ccccc3)=C(C)Nc3c(C(=O)Nc4ccccc4)cnn32)cc1 (stereo unspecified) | -20% | x | x | 4.4% | -43% | -29% | 16% | x | x
CCCCc1ccc(NC(=O)C(=O)NCCN2CCN(C(=O)c3ccc([N+](=O)[O-])cc3)CC2)cc1 | -9% | 26 | -12% | -0.2% | 7% | -2% | -3% | i | 1%
OCCNCc1cccc(OCc2ccc(Cl)cc2)c1 | 1% | -56* | -27% | 17% | -43% | -17% | 7% | i | 21%
Cc1ccc2cc(C#N)c(N3CCCN(C(=O)C4CCCO4)CC3)nc2c1C (stereo unspecified) | -5% | u | -8% | -0.4% | -31% | -20% | u | i | 21µM*
COc1ccc2c(c1)O[C@H](c1ccc3c(c1)OCO3)[C@@H](OC(=O)N[C@H]1CCCc3ccccc31)C2=O | 0% | 16 | 15% | 10% | -1% | -3% | 19% | i | 2%
O=C(NN=Cc1ccc2c(c1)CCC2)c1ccccc1[N+](=O)[O-] | x | 3 | x | 0.2% | -19% | -2% | x | u | x
Brc1ccc(CN2C3=NCCCN3c3ccccc32)cc1 | -10% | -55* | -29% | -0.7% | -24% | -9% | 3% | i | -1%
Cc1ccc(CNC(=O)c2nccnc2C(=O)O)cc1 | -6% | 7 | -1% | -1.0% | 9% | 0% | 6% | i | -4%
O=Cc1ccc(C(=O)OCC(=O)NC(=O)Nc2ccccc2F)cc1 | 0% | 10 | 3% | 0.1% | -3% | -16% | 0% | i | 2%
Cc1ccc(NC2CC(=O)N(CCc3ccccc3)C2=O)cc1 (stereo unspecified) | -2% | -2 | 33% | 0.7% | 4% | 1% | x | i | -4%
CNC(=O)CN(Cc1ccccc1)S(=O)(=O)c1ccccc1 | -17% | -7 | -4% | -0.7% | 5% | 7% | -16% | u | 17%
Cc1nc2cc(C(=O)OCC(=O)Nc3ccc(C#N)cc3)ccc2n1-c1ccccc1 | 4% | -25 | 8% | 0.4% | -26% | -12% | 3% | i | 2%
CC(CCc1ccccc1)NC(=O)c1ccccc1C(=O)O (stereo unspecified) | 8% | 21 | 2% | 0.3% | -15% | -5% | -5% | i | 7%
CNC(=O)CC1C(=O)N(c2ccc(F)cc2)C(=S)N1NC(=O)c1ccc(Cl)cc1 (stereo unspecified) | 2% | -10 | -14% | 12% | -9% | -2% | 3% | i | 1%
COc1cc(/C=N/n2cnnc2)ccc1OCc1ccccc1 | 2% | 24 | 25% | 5.0% | -12% | -4% | -2% | u | -4%
CC1CC2(CCCC2)N(C(=O)N(C)C)c2ccc(F)cc21 (stereo unspecified) | -1% | -2 | x | 0.1% | -2% | 3% | -8% | i | 1%
COc1ccc(C(=O)N2CCC(NC(=O)C(Cc3ccccc3OC)NC(C)=O)CC2)cc1 (stereo unspecified) | -8% | -12 | -13% | 1.7% | -7% | -3% | 2% | i | -3%
Cc1ccc(S(=O)(=O)c2nnn3c2nc(N2CCC(C)CC2)c2cc(Cl)ccc23)cc1C | 1% | x | 8% | 0.1% | 1% | 0% | -21% | i | x
CC(C)NC(=O)C(=O)NCCC1CCCCN1S(=O)(=O)c1cccs1 (stereo unspecified) | 0% | 1 | -4% | -2.2% | -2% | -1% | -13% | i | 1%
C#CCNC(=O)C1=C[C@@H](c2ccc(C#C)cc2)C[C@@H](OCc2ccc(CO)cc2)O1 | -6% | 16 | 6% | 5.7% | -13% | -9% | 2% | u | 15%

Three entries drawn at random from those above, as already listed:
SMILES | A549 tox | IL1B secr inh | ATXN2 expr inh | Nrf2 activator | HepG2 viability | TGFb SMAD3 inh | Nrf2 inh | S2 tox | MCF10A rereplic
CNC(=O)CN(Cc1ccccc1)S(=O)(=O)c1ccccc1 | -17% | -7 | -4% | -0.7% | 5% | 7% | -16% | u | 17%
Cc1ccc(S(=O)(=O)c2nnn3c2nc(N2CCC(C)CC2)c2cc(Cl)ccc23)cc1C | 1% | x | 8% | 0.1% | 1% | 0% | -21% | i | x
Cc1ccc(NC2CC(=O)N(CCc3ccccc3)C2=O)cc1 (stereo unspecified) | -2% | -2 | 33% | 0.7% | 4% | 1% | x | i | -4%

Going on with the list:
SMILES | A549 tox | IL1B secr inh | ATXN2 expr inh | Nrf2 activator | HepG2 viability | TGFb SMAD3 inh | Nrf2 inh | S2 tox | MCF10A rereplic
COc1ccc(/C=N\Nc2ccccc2[N+](=O)[O-])c(C(=O)O)c1OC | u | 13 | 18% | 25% | -13% | -23% | 0% | u | 15%
COC(=O)c1cc2oc3ccccc3c2n1CC(=O)Nc1ccc(N(C)C)cc1 | -5% | x | 30% | 12% | -15% | u | u | i | x
COC(=O)C1=C(C)NC(=O)NC1c1ccc(-c2ccccc2Cl)o1 (stereo unspecified) | 6% | 24 | -35% | 5.8% | -58% | u | u | i | u
CCOc1ccccc1NC(=S)/C(=C(\[O-])c1ccc2c(c1)OCCO2)[n+]1ccc(CC)cc1 | 1% | -12 | -5% | 5.0% | -21% | -2% | 0% | i | 23%
COc1cc(C(F)(F)F)c(C(=O)N(C)c2ccc(Cl)cc2)cn1 | 2% | 17 | -16% | 0.2% | -12% | -14% | -24% | i | 4%
COc1cccc(C(c2c(N)[nH]c(=S)[nH]c2=O)c2c(N)[nH]c(=S)[nH]c2=O)c1 | -16% | 3 | -2% | -0.9% | 26% | 19% | u | i | -9%
CCCCSc1nc2c(c(C(F)(F)F)c1C#N)CCC2 | -5% | -1 | 6% | -0.7% | -29% | u | u | i | 8%
COc1ccc2sc(-c3ccc(SC)cc3)c(C#CC(C)(C)O)c2c1 | -5% | -10 | 0% | 9.5% | -41% | u | 13% | i | u
O=C(CCNS(=O)(=O)c1cccc2nonc12)Nc1ccc(F)cc1 | -13% | x | 15% | -0.6% | -3% | -12% | 10%[9.27 µM] | i | x
Nn1c(SCc2cn3ccsc3n2)nnc1-c1ccncc1 | -9% | 18 | -3% | -0.2% | -2% | 20% | 4% | i | 2%
CCc1ccccc1NC1=CC(=O)CC(C)(C)C1 | 3% | -9 | -34% | 0.2% | 7% | -7% | -4% | i | 28%
COc1cc(-c2cnc3c(NC=O)cc(-c4ccc(S(C)(=O)=O)cc4)cn23)cc(OC)c1OC | x | 22 | -16% | 8.3% | -12% | 2% | x | u | x
O=C(Cc1cccs1)Nc1nnc(SCc2ccc(Br)cc2)s1 | 6% | 3 | -5% | 2.5% | -5% | -10% | 7% | i | 16%
CCOC(=O)c1cc(-c2ccc(C)cc2)n(CC(=O)Nc2ccc(OC)cc2OC)c1C | -10% | x | 5% | -0.5% | -5% | 3% | -6% | i | x
C=CCN(C(=O)c1cc(C)cc(C)c1)C1(C(=O)Nc2ccccc2)CCN(C(C)C)CC1 | -5% | -3 | -3% | 0.3% | -7% | -1% | 21% | i | 0%
c1coc(-c2nnc(SCc3nc4ccccc4[nH]3)o2)c1 | -4% | 32 | 3% | 6.6% | -6% | 0% | x | i | 5%
CCN(CC)CCNC(=O)/C(=N\O)c1ccccn1 | -10% | 18 | x | -0.7% | 8% | 16% | -29% | i | -10%
COc1cc(/C=C(\C#N)c2ccccn2)ccc1OCc1ccccc1 | 7% | -4 | -10% | 0.6% | 1% | 25% | 1% | x | -14%
CC(=O)Nc1cccc(C(=O)/C=C/c2ccco2)c1 | -7% | -71* | 67%[activator] | u | -32% | -3% | -8% | i | 15%
O=C(CC(C(=O)O)c1cccc(Br)c1)c1ccc(Cl)cc1 (stereo unspecified) | -2% | 0 | 3% | -0.5% | -1% | -2% | u | i | -6%
O=C(COc1ccc(Cl)cc1)Nc1ccccc1Cl | 4% | -11 | 30% | -0.3% | 2% | -17% | 12% | i | 0%
NS(=O)(=O)c1ccc(NC(=O)COC(=O)c2ccc(Cl)nc2)cc1 | 18% | -3 | x | 0.7% | -1% | -9% | 7% | i | 5%
Cc1ccc(OC(=O)c2ccccc2)cc1C | 2% | -3 | 1% | 0.0% | -25% | 24% | 1% | i | 11%

Assay outcomes (PubChem)
